High-throughput results as filed in PubChem BioAssay.
KDM5B inhibitor = blocks human KDM5B histone demethylase activity; Q9UGL1; KDM5B demethylase, FDH-coupled NADH fluorescence (FDH is formaldehyde dehydrogenase); Potency, µM (series often up to 57.7 µM), for inactives: at the highest dose activity change, negative = inhibition, hits mostly inhibitors; actives 2.6% (n = 220,000); AID 1347165; active means well fitted inhibition curve with a large enough effect; inconclusive means small, poorly fitted or top-dose-only effect; inactive means no such curve, though single readings can be large or run the other way; further: 0% is about no effect; nearly all actives have a fitted effect of over 70% in size
Target sequence (Q9UGL1 whole entry, looked up): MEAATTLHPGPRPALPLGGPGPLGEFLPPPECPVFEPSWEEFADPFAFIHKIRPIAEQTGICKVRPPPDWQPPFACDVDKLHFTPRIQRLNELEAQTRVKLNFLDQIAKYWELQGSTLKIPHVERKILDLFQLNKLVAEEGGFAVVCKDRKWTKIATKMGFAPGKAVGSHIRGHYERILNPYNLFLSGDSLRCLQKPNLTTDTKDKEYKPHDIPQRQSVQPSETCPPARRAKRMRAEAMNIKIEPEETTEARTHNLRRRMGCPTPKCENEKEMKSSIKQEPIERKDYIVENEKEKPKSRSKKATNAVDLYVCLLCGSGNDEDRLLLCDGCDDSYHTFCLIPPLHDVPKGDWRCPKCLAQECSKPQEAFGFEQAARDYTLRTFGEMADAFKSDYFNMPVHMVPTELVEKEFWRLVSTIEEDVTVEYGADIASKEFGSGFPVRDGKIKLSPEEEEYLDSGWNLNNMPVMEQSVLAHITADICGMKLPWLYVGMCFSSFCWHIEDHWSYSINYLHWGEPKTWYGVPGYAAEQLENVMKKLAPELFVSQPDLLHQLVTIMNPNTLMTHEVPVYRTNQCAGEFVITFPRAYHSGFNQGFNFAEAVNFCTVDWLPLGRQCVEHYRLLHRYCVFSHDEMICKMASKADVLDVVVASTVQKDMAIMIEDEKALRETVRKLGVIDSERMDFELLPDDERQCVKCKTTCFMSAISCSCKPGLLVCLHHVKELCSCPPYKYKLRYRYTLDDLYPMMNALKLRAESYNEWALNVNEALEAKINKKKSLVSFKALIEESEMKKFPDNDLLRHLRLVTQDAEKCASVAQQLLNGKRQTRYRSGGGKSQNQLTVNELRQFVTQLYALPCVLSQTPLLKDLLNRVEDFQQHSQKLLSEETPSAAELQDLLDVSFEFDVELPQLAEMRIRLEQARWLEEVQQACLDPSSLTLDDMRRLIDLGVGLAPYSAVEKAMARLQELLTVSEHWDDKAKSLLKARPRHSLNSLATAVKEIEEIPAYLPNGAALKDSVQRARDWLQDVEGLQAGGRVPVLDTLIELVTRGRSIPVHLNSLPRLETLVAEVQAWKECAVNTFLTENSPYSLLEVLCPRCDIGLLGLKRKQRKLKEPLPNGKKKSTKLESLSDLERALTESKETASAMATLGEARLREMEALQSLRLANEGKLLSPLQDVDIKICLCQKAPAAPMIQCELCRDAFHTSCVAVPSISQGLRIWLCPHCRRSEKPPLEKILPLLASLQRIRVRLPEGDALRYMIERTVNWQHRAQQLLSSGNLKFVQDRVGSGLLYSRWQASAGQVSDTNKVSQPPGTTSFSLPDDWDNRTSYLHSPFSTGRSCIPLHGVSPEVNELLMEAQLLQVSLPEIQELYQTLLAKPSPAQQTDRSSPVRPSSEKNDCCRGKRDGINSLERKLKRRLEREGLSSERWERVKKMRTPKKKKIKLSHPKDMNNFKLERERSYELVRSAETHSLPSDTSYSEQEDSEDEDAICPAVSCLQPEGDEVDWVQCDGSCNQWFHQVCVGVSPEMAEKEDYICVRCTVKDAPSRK
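Coupled FDH/NAD⁺ fluorescence readout. KDM5BΔAP 200 nM final; compound titration, 10 min RT preincubation; substrate mix 12.5 µM H3K4me3, 25 µM 2-OG, 50 µM Fe(II), 100 µM ascorbate, 0.25 mM NAD⁺, 0.25 U/mL FDH; ΔRFU over 30 min.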
* marks the source's active call; other numbers are inactive results; [ ] = dose if it differs, or a comment. Potency means the concentration at half of the fitted maximal effect. Not all compounds are listed, so the mix of outcomes need not match the whole.

For COCC1CN(C(C)=O)CC12CCN(C(=O)c1ccc(C)cc1C)CC2 (stereo not drawn) the results were KDM5B inhibitor 3.9%.
For COc1ccc(C(=O)N2CCc3ccc(C(=O)NC(C)C)cc32)cc1 the results were KDM5B inhibitor inconclusive.
Screening CCOC(=O)c1c(NC(=O)COc2ccc(Br)cc2)sc2c1CCCC2 returned KDM5B inhibitor -15.7%.
Screening COCCN(Cc1ccco1)C(=O)c1cc(S(C)(=O)=O)ccc1C returned KDM5B inhibitor 4.7%.
C[C@@H](NC(=O)c1ccc(Cl)cc1)c1onc(-c2ccc(F)cc2)c1C(=O)O was read as KDM5B inhibitor 10.8%[86.2 µM].
CC(C)C(=O)Oc1ccc2c(=O)c(-c3ccc(Cl)cc3)coc2c1 was read as KDM5B inhibitor -0.9%.
For Nc1nc2c(c(=O)[nH]1)CCN(C(=O)Cc1c[nH]c3ccccc13)C2 the results were KDM5B inhibitor inconclusive.
Cc1cc(C)cc(-n2ncc3c2CCCC3NC(=O)CN2CCCCC2=O)c1 (stereo not drawn) was read as KDM5B inhibitor 7.4%.
Screening CS(=O)(=O)N(Cc1ccccc1)c1ccc(C(=O)Nc2ccc(Cl)cc2)cc1 returned KDM5B inhibitor inconclusive.
Nc1cc(N)nc(SCCC(=O)Nc2ccccc2F)n1 was read as KDM5B inhibitor -8.5%.
`COc1cncc([C@@H](NC(=O)c2coc3ccccc23)C2CC(O)C2)c1` (stereo partly drawn) gave KDM5B inhibitor 46.2%[activator].
`CC(C)(C)C(=O)N1CCC2(CC1)OCC(C(=O)NCC1CCCO1)N2C(=O)c1ccc(F)cc1` (stereo not drawn) gave KDM5B inhibitor -5.8%.
`COc1ccc(NC(=O)c2ccco2)cc1NC(=O)C(C)Oc1ccc(Cl)cc1Cl` (stereo not drawn) gave KDM5B inhibitor inconclusive.
Screening CCc1ccc(C(=O)c2cn(CC(=O)Nc3ccc4c(c3)OCO4)c3ccc(OC)cc3c2=O)cc1 returned KDM5B inhibitor -27.7%.
For CC(C)N1C(=O)c2ccccc2N(Cc2ccccc2)S1(=O)=O the results were KDM5B inhibitor inconclusive.
For CCC1CN(C(=O)N2CCC(C(=O)NCCc3ccc(OC)cc3OC)CC2)c2cc(C)ccc2O1 (stereo not drawn) the results were KDM5B inhibitor inconclusive.
COC(=O)c1cccc(C(=O)N2CCC(Cc3nc(-c4ccc(OC)cc4)no3)CC2)c1 was read as KDM5B inhibitor -17.1%.
Screening Cc1ccc(NC(=O)CCc2ccc(C#N)cc2)nc1 returned KDM5B inhibitor 18.1%.
COC(=O)[C@H](C(C)C)N(CCc1cn(CC2CCCCC2)nn1)S(=O)(=O)c1ccc(F)cc1Br was read as KDM5B inhibitor 17.0%.
CC(C)CNC(=O)N1CCC2(CC1)CC(C(=O)N1CCOCC1)N(C)C2 (stereo not drawn) was read as KDM5B inhibitor -13.0%.

Quoted from the listing, 2 compounds:
COC(=O)c1cccc(C(=O)N2CCC(Cc3nc(-c4ccc(OC)cc4)no3)CC2)c1 was read as KDM5B inhibitor -17.1%.
Screening Cc1ccc(NC(=O)CCc2ccc(C#N)cc2)nc1 returned KDM5B inhibitor 18.1%.

(more compounds)
`Cn1cc(S(=O)(=O)N2CCN(c3cccc(Cl)c3)CC2)c(=O)n(C)c1=O` gave KDM5B inhibitor 36.4%.
Screening COc1ccc(NC(=O)CSc2nc3nc(C)c(Cc4ccc(C)cc4)c(C)n3n2)cc1OC returned KDM5B inhibitor -17.4%.
`CN1CC2(CCN(c3ccc(C#N)cn3)CC2)CC(c2ccccc2)C1=O` (stereo not drawn) gave KDM5B inhibitor -15.9%.
Screening COc1ccccc1N1CCN(C(=O)C2CCCN(S(C)(=O)=O)CCC(=O)NCC2)CC1 (stereo not drawn) returned KDM5B inhibitor -30.0%.
`Cc1ccc(S(=O)(=O)Nc2ccc3nc(C)sc3c2)c(C)c1` gave KDM5B inhibitor -1.6%.
O=C(CCc1ncc(-c2ccc(F)cc2F)o1)NCc1ccc(OC(F)F)cc1 was read as KDM5B inhibitor -6.0%.
`COC[C@H]1C[C@@H](NS(C)(=O)=O)[C@H](O)[C@@H]1O` gave KDM5B inhibitor -8.9%[115 µM].
For CCOc1ccccc1C(=O)N(Cc1sccc1C)C1CCS(=O)(=O)C1 (stereo not drawn) the results were KDM5B inhibitor -25.3%.
`CC1CCCCN1C(=O)c1c([N+](=O)[O-])cnn1C` (stereo not drawn) gave KDM5B inhibitor 15.6%.
CCN(CC)Cc1ccc2c(c1)CN(C(=O)c1ccsc1)CCO2 was read as KDM5B inhibitor -14.2%.
`Cc1cc(NC(=O)CSc2nnc(CNC(=O)c3ccc(C(C)(C)C)cc3)o2)no1` gave KDM5B inhibitor 38.4%[activator].
`Cc1ccc(CN2CCCN(S(=O)(=O)c3ccccc3)CCC(=O)NCC2)s1` gave KDM5B inhibitor inconclusive.
O=C(NN=C1C2CC3CC(C2)CC1C3)c1ccc(Br)cc1 was read as KDM5B inhibitor 36.2%[activator].
Screening Cc1c(-c2nsc(NC(=O)c3cccc(Cl)c3)n2)nnn1-c1ccccc1C(F)(F)F returned KDM5B inhibitor 13.6%.
CCOc1ccc(S(=O)(=O)N2CC(=O)Nc3ccccc32)cc1 was read as KDM5B inhibitor 11.8%.
For COc1cccc(CC(=O)N2C[C@@H](Oc3ccccc3)C[C@H]2C(=O)N2CCCC2)c1 the results were KDM5B inhibitor 18.7%.
Cc1cc(C)c2c(n1)sc1c(=O)n(-c3ccccc3C(F)(F)F)nnc12 was read as KDM5B inhibitor -29.8%.
COc1cccc(C2Cn3nnc(-c4nc(-c5cccc(Cl)c5)no4)c3CO2)c1 (stereo not drawn) was read as KDM5B inhibitor -6.6%.
Screening CN(CC1CCOCC1)C(=O)c1ccc(F)cc1Cl returned KDM5B inhibitor 11.4%.
O=c1c2cc(-c3cccs3)nn2ccn1CC(O)c1cccc(Cl)c1 (stereo not drawn) was read as KDM5B inhibitor 20µM*.
C=Cc1ccc(Cn2c(C)c(CNCc3ccccc3C)c(C(=O)O)c2C)cc1 was read as KDM5B inhibitor -24.3%.
Cc1ccc(NC(=O)Cn2cc(S(=O)(=O)N3CCCC3)c(S(=O)(=O)N3CCCC3)c2)c(C)c1 was read as KDM5B inhibitor 14.8%[11.5 µM].
O=S(Cc1ccc(F)cc1)Cc1cccc(C(F)(F)F)c1 (stereo not drawn) was read as KDM5B inhibitor 10.7%.
`Cc1cccc(NC(=O)c2cc(-c3ccco3)nc3ccccc23)n1` gave KDM5B inhibitor inconclusive.
For COc1ccc(C(=O)Nc2ccc(-c3noc([C@@H]4CCCN4Cc4cnc5ccccc5c4)n3)cn2)cc1 the results were KDM5B inhibitor inconclusive.
CCCNC(=O)N[C@@H]1CCC[C@@H](C(=O)NCCOC)CC(=O)N(C)C1 was read as KDM5B inhibitor inconclusive.
Screening CC(C(=O)N1CCCC1)N1CCC2(CCC(=O)N(CCO)C2)CC1 (stereo not drawn) returned KDM5B inhibitor 18.1%.
CCOc1ccccc1OCc1nn2c(C3COc4ccccc4O3)nnc2s1 (stereo not drawn) was read as KDM5B inhibitor inconclusive.
For COC(=O)CC[C@H]1CNC(=O)[C@@H]2[C@@H](CCN2Cc2nc3ccccc3n2C)N1C the results were KDM5B inhibitor inconclusive.
Screening Cc1cnc(CC2CCN(C(=O)c3nn(C)c4ccccc34)C2)n1CC1CC1 (stereo not drawn) returned KDM5B inhibitor 10.3%.
CN(CCc1nc2ccccc2[nH]1)C(=O)C1COc2ccccc2C1 (stereo not drawn) was read as KDM5B inhibitor 8.6%.
CCN1CCN(CC(=O)Nc2oc3ccccc3c(=O)c2-c2ccc(OC)c(OC)c2)CC1 was read as KDM5B inhibitor 11.1%.
`O=C(Cn1cnc(NC(=O)c2ccccc2)n1)NCc1ccccc1` gave KDM5B inhibitor 11.9%.
O=C1NCCCCCCN(Cc2ccncc2)[C@@H]2CN(C(=O)c3cccnc3)CC[C@@H]12 was read as KDM5B inhibitor inconclusive.
CN(C)C(=O)C1CN(C(=O)c2ccccc2Br)CC12CCOCC2 (stereo not drawn) was read as KDM5B inhibitor 3.1%.
For CCc1ccc(CNC(=O)Cn2nc(-c3ccc(C)cc3)ccc2=O)cc1 the results were KDM5B inhibitor inconclusive.
`CC(=O)Nc1ccc(CN2CCCCC23Cc2ccccc2CN(C(=O)C(C)C)C3)cc1` (stereo not drawn) gave KDM5B inhibitor 6.5%[115 µM].
Screening COc1ccc(-c2nc3c(c(=O)[nH]2)CCN(C(=O)Nc2ccc4c(c2)CCC4)C3)cc1 returned KDM5B inhibitor -0.6%.
`COCCCn1c(C)cnc1C1CCN(C(=O)NCC(=O)OC)C1` (stereo not drawn) gave KDM5B inhibitor -4.8%.
For CCCc1nnc(NC(=O)C2c3ccccc3C(=O)N(CCOC)C23CCCCC3)s1 (stereo not drawn) the results were KDM5B inhibitor 12.4%.

3 structures from above, sorted by molar mass, falling:
For CCCc1nnc(NC(=O)C2c3ccccc3C(=O)N(CCOC)C23CCCCC3)s1 (stereo not drawn) the results were KDM5B inhibitor 12.4%.
O=C1NCCCCCCN(Cc2ccncc2)[C@@H]2CN(C(=O)c3cccnc3)CC[C@@H]12 was read as KDM5B inhibitor inconclusive.
CN(C)C(=O)C1CN(C(=O)c2ccccc2Br)CC12CCOCC2 (stereo not drawn) was read as KDM5B inhibitor 3.1%.

The list goes on:
Screening CCC(c1cnn(C)c1)n1ccnc1-c1cc(F)c(OC)c(Cl)c1 (stereo not drawn) returned KDM5B inhibitor 21.9%.
Screening O=C1CC(c2ccccc2)N(C(=O)CNC(=O)NC2CCCCC2)CCCCCCN1 (stereo not drawn) returned KDM5B inhibitor -2.9%.
For CCCCNC(=O)CC(c1cccc2c1OCO2)c1c[nH]c2c(CC)cccc12 (stereo not drawn) the results were KDM5B inhibitor -1.5%.
For C#CCNC(=O)C[C@@H]1O[C@H](CNC(=O)c2ccc(C)cc2)[C@@H](O)[C@H]1O the results were KDM5B inhibitor -7.8%[86.2 µM].
Screening O=S(=O)(NCc1ccc(S(=O)(=O)N2CCCCC2)cc1)c1ccc2c(c1)CCC2 returned KDM5B inhibitor -6.7%.
`CC1=C[C@@H](CO)[C@H](C(C)C)C[C@H]1CC(=O)N1CCN(c2ccccn2)CC1` gave KDM5B inhibitor inconclusive.
`COC(=O)c1ccc(CN2C(=O)[C@@H]3C[C@@H](O)CN3C3(CN(Cc4ccc(OC)cc4)C3)C2=O)cc1` gave KDM5B inhibitor -1.4%.
`COc1cccc(CNC(=O)C(=O)Nc2ccc3nc4n(c(=O)c3c2)CCCCC4)c1` gave KDM5B inhibitor 7.1%.
O=C(CCC(=O)c1ccc2c(c1)CCC2)NC1CCCC1 was read as KDM5B inhibitor 13.8%.
`Cc1cc(/C=C(\C#N)c2cccc(C(F)(F)F)c2)c(C)n1C` gave KDM5B inhibitor -23.6%.
`Cc1ccc(CCNC(=O)C2CCC(=O)N(Cc3cccc(F)c3)C2)cc1` (stereo not drawn) gave KDM5B inhibitor 23.3%.
`COCCOC(=O)/C(C#N)=C\c1ccc(O)c(OC)c1` gave KDM5B inhibitor 2.8%.
`Cn1nccc1C(=O)N1C[C@@H]2CCCN3CCC[C@@H]([C@H]23)[C@H]1CCCC(=O)NCc1ccccc1` gave KDM5B inhibitor -9.5%.
Screening COc1ccc(C(=O)CCS(=O)(=O)c2ccc(F)cc2)cc1OC returned KDM5B inhibitor inconclusive.
`Cc1oc2c(c1C(=O)NCCN(C)C)CN(CCc1ccccc1)CC2` gave KDM5B inhibitor inconclusive.
Screening O=C(O)CCC(NC(=O)C1(c2ccccc2)CCCC1)C(=O)O (stereo not drawn) returned KDM5B inhibitor 16.3%.
`CCOC(=O)c1c(NC(=O)c2ccc(S(=O)(=O)N(C)C)cc2)sc2c1CCN(C)C2` gave KDM5B inhibitor inconclusive.
`COc1ccc(CC(=O)Nc2sc3c(c2C(N)=O)CCCC3)cc1` gave KDM5B inhibitor -1.1%.
Screening COc1ccc(C(=O)Nc2ccccc2NC(=O)c2ccc(OC)cc2)cc1 returned KDM5B inhibitor 0.0%.
Screening O=C1CCCCC(C(=O)NCCCN2CCc3ccccc3C2)N1 (stereo not drawn) returned KDM5B inhibitor -25.7%.

Five entries picked at random from those above, as already listed:
For CCCc1nnc(NC(=O)C2c3ccccc3C(=O)N(CCOC)C23CCCCC3)s1 (stereo not drawn) the results were KDM5B inhibitor 12.4%.
`COc1ccc(CC(=O)Nc2sc3c(c2C(N)=O)CCCC3)cc1` gave KDM5B inhibitor -1.1%.
CCN1CCN(CC(=O)Nc2oc3ccccc3c(=O)c2-c2ccc(OC)c(OC)c2)CC1 was read as KDM5B inhibitor 11.1%.
Screening O=S(=O)(NCc1ccc(S(=O)(=O)N2CCCCC2)cc1)c1ccc2c(c1)CCC2 returned KDM5B inhibitor -6.7%.
`CC1=C[C@@H](CO)[C@H](C(C)C)C[C@H]1CC(=O)N1CCN(c2ccccn2)CC1` gave KDM5B inhibitor inconclusive.

The list goes on:
Cc1cc(Cl)ccc1-c1ccccc1CN was read as KDM5B inhibitor -14.0%[149 µM].
For CCOC(=O)c1c(C)[nH]c(C)c1C(=O)Cn1cnc2ccccc2c1=O the results were KDM5B inhibitor 10.3%.
`Cc1ccc(C2Cn3nnc(C(=O)N4CCC(C(=O)NCc5ccccc5C)CC4)c3CO2)cc1` (stereo not drawn) gave KDM5B inhibitor 7.5%.
`CNCCN1C(=O)CC[C@H]2CN(C(=O)Cc3c(C)nc(N)nc3C)CC[C@H]21` gave KDM5B inhibitor inconclusive.
Cc1cc(C)c2cc(C(=O)N3CCc4ccccc4C3)[nH]c2c1 was read as KDM5B inhibitor inconclusive.
